IDH1 R132H inh: blocks human mutant IDH1 R132H enzyme. O75874. IDH1-R132H enzyme, NADPH consumption, diaphorase/resazurin fluorescence. Potency, µM (top dose mostly 76.6 µM), for the others: top-dose activity change, negative = inhibition, actives largely listed as inhibitors. hit rate 0.093% among 390,000; also: potency is read from the fitted curve at half-maximal effect; % is scaled to controls: 0 for no effect and ±100 for the full control effect; nearly all actives have a fitted effect of over 65% in size
Target sequence (O75874 whole entry R132H, stated change not applied): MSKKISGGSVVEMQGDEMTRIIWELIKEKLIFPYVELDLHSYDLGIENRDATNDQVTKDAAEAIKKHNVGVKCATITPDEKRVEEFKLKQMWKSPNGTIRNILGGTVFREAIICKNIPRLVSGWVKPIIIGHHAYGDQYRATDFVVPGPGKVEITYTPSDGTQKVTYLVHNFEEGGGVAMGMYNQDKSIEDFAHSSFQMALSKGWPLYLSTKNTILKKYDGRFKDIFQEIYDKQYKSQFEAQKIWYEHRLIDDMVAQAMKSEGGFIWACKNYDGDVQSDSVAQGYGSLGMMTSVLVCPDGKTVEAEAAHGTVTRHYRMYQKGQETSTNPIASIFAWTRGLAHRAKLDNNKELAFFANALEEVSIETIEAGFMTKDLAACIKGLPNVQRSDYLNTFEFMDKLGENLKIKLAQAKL
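IDH1-R132H (0.5 ug/mL dispensed) in pH 7.5 Tris buffer was preincubated 30 min with compound, then given a substrate mix of 0.016 mM NADPH and 2 mM alpha-KG for 80 min at room temperature; remaining NADPH was read by diaphorase/resazurin fluorescence.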
USP1 inh: USP1/UAF1 (human) deubiquitinase inhibition; Potency, µM (doses to about 57.1 µM), without a hit: at the top dose activity change, negative = inhibition, hits mostly inhibitors; hit rate 0.23% among 390,000; AID 743255; O94782; recombinant USP1/UAF1, Ub-Rhodamine cleavage fluorescence; also: potency is read from the fitted curve at half-maximal effect; % is scaled to controls: 0 for no effect and ±100 for the full control effect; nearly all actives have a fitted effect of over 60% in size; inactives centre near -12
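Step one: compound is pinned into 1nM USP1/UAF1 in HEPES pH 7.8 buffer with TCEP. Step two: 15 min room-temperature incubation. Step three: Ub-Rho (150nM final) starts cleavage, tracked by fluorescence over six one-minute reads.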
D2 antag: antagonizes the human D2 dopamine receptor. hit rate 2% among 340,000. P14416. AID 485344. HEK293 TREx D2 cells, calcium flux, dopamine EC80. inhibition, % at 10 µM; in the data active = inhibition above about 30%; also: 0% is about no effect
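Overnight-induced (tetracycline, 30 C) HEK293 T-REx cells carrying force-coupled D2 receive a no-wash calcium dye, then compound, then EC80 dopamine at 180 s; signals are read kinetically throughout.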
TrxR1 substrate: substrates of rat thioredoxin reductase 1. O89049. hit rate 0.01% among 390,000. purified TrxR1 substrate turnover, NADPH consumption readout. Potency, µM (series often up to 114 µM), without a hit: at the highest dose activity change, negative = substrate turnover. AID 588456; also: potency is read from the fitted curve at half-maximal effect; % is scaled to controls: 0 for no effect and ±100 for the full control effect; nearly all actives have a fitted effect of over 50% in size
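Rat TrxR1, dispensed at 90 nM, was prereduced with 400 uM NADPH (final) for 5 min at ~22 deg C, then incubated with compound 15 min before 400 uM selenite. A first-read NADPH fluorescence drop versus no-compound background flagged substrates.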
TRHR PAM: TRH receptor (human) allosteric enhancement. P34981. TRHR cells, fluo-8 calcium fluorescence, EC20 TRH enhancement. enhancement, % at 2 µM. hit rate 0.66% among 360,000; in the data active = enhancement above about 30%; also: 0% is about no effect
Target sequence (P34981 whole entry, looked up): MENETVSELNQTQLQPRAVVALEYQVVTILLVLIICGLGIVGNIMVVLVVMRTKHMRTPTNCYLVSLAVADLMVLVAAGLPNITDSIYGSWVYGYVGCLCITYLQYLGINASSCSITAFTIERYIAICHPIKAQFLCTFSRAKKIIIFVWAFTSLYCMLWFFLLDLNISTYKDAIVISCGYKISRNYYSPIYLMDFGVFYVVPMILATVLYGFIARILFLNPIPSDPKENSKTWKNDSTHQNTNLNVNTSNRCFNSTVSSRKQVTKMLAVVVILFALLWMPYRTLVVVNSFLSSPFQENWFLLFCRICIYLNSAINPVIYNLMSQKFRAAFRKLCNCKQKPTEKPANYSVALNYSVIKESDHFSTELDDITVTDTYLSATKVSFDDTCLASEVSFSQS
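Enhancer read-out: after compound pinning and an initial kinetic agonist-mode read, an EC20 of TRH (10 nM final) was injected and fluo-8 calcium signal (Ex 480/Em 530) followed at 1 s/cycle for 100 cycles in TRHR-expressing cells.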
TRHR ag: TRH receptor (human) agonism | hit rate 0.18% among 360,000 | activation, % at 2 µM | TRHR cells, calcium flux fluo-8, FDSS agonist mode; in the data active = activation above about 30%; also: 0% is about no effect
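TRHR-expressing cells, plated overnight in medium with 10% serum, were loaded with fluo-8 calcium dye at room temperature. After a 10 s baseline, library compound was pin-added and calcium release was recorded kinetically (ex 480/em 530) as agonist response.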
Pin1 inhibitor: blocks the human prolyl isomerase Pin1; Pin1 FP peptide displacement, HiFluor488, 10 min; AID 504891; Q13526; hit rate 0.009% among 390,000; Potency, µM (highest dose often 115 µM), for the others: at the highest dose activity, negative = inhibition, usual class: inhibitors; active = well fitted inhibition curve with a large enough effect in the polarisation, with a control signal flat, not every such curve was filed as active; inconclusive = small, poorly fitted or top-dose-only effect, or effect the other way, or a change in a side signal; inactive = no such curve, though single readings can be large or run the other way; the % refers to the polarisation; also: potency is read from the fitted curve at half-maximal effect; % is scaled to controls: 0 for no effect and ±100 for the full control effect
Target sequence (Q13526 whole entry, looked up): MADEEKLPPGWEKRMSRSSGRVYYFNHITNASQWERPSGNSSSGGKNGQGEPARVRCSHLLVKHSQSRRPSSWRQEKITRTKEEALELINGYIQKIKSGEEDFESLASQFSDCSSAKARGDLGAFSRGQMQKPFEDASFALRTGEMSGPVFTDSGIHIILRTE
TrxR1 inh: blocks rat thioredoxin reductase 1 | O89049 | recombinant rTrxR1, NADPH fluorescence consumption, selenite substrate | Potency, µM (highest dose often 114 µM), inactives show at the highest dose activity change, negative = inhibition, actives largely listed as inhibitors | hit rate 1% among 390,000 | AID 588453; also: potency is read from the fitted curve at half-maximal effect; % is scaled to controls: 0 for no effect and ±100 for the full control effect; nearly all actives have a fitted effect of over 65% in size
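Rat TrxR1 (90 nM in the dispensed reagent) was pre-reduced with 400 uM NADPH for 5 min at room temperature, then incubated with compound for 15 min. After 400 uM selenite was added, NADPH fluorescence (Ex 340/Em 450 nm) was followed for 8 min.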
D2 ag: D2 dopamine receptor (human) agonism; P14416; HEK293 T-REx D2 cells, calcium flux agonist mode; activation, % at 2 µM; hit rate 0.53% among 340,000; AID 485358;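 active = activation over 3 SD above normal in the single-dose calcium agonist read, cut at about 30% in these data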; also: 0% is about no effect
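HEK293 Trex D2 cells, tetracycline-induced, o/n 30 C 5% CO2; no-wash Ca dye, RT 30–90 min; 10-cycle baseline, 23 nl cpd added, kinetic Ca read 180 s; agonist hits = positive Ca response.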
The depositor's hits bear a star; ? = inconclusive; · = not tested or not shown; [ ] = dose if it differs, or a comment. Unless noted, calls follow the shape of the dose curve; as a rule, active = well fitted inhibition curve with a large enough effect; inconclusive = small, poorly fitted or top-dose-only effect; inactive = no such curve, though single readings can be large or run the other way.

entry	structure	IDH1 R132H inh	USP1 inh	D2 antag	TrxR1 substrate	TRHR PAM	TRHR ag	Pin1 inhibitor	TrxR1 inh	D2 ag
1	N#Cc1cc(C(=O)c2cc(Br)ccc2O)cn(Cc2ccccc2)c1=O	-0.5%	-16.6%	7.0	2.1%	-0.8	-0.9	?	-5.3%	2.7
2	O=C(C1CCN(S(=O)(=O)c2cnc[nH]2)CC1)N1CCN(c2ncccn2)CC1	3.1%	1.0%	3.0	-2.6%	-4.2	0.5	-19.3%	-10.6%	0.6
3	COc1ccccc1OCC(=O)OCn1c(SC)nnc(C)c1=O	9.2%	-2.0%	-6.0	-6.3%	0.5	0.0	-1.6%	?	-0.1
4	Cc1cc2cc3c(=O)[nH]c(=O)[nH]c3nc2cc1C	·	·	-13.1	·	9.6	-0.2	·	·	-0.8
5	CC(C)CCCCCCNC(=S)Nc1ccc(S(=O)(=O)N2CCOCC2)cc1	1.3%	-12.6%	-12.3	-20.6%	4.6	1.0	-12.3%	-16.8%	2.1
6	COc1ccc(/C=N/NC(=S)NCc2ccccc2)cc1OC	-0.5%	0.6%	0.4	-12.5%	-3.8	0.0	-11.7%	-6.0%	-0.2
7	CCC(Sc1nncn1C)C(=O)Nc1nnc(-c2ccc(Cl)cc2)s1 (stereo not given)	1.5%	-11.2%	·	15.7%[57.1 µM]	3.9	0.3	-0.1%	-5.5%[57.1 µM]	·
8	N#CC(C(=O)C1CCCCC1)c1nc2ccccc2[nH]1 (stereo not given)	4.3%	5.8%	9.0	4.1%	3.8	0.2	9.3%	3.1%	0.6
9	ON(CCc1ccncc1)Cc1ccccc1	-6.4%	9.1%	·	8.9%[57.1 µM]	·	·	-5.8%	-7.9%[2.29 µM]	·
10	COc1ccc(CCNC(=O)CCC(=O)Nc2nnc(C(C)C)s2)cc1OC	1.9%	-19.7%	11.0	-3.0%	0.8	0.1	-5.8%	-11.7%	-0.2
11	C=CCNCCOc1ccccc1-c1ccccc1	8.5%	-10.5%	86.9*	2.4%	-5.4	-0.6	-1.1%	5.1%	8.0
12	Cc1ccc(C(=O)N2CCN(c3ccc(NC(=S)NC(=O)c4cccs4)cc3)CC2)cc1	-1.1%	-8.4%	-2.6	-2.4%	-2.1	-1.3	-1.3%	-7.0%	0.2
13	Cc1ccc(/C=N/n2cc(-c3ccccc3)[nH]c2=S)s1	-1.2%	-10.9%	-0.3	3.7%	-4.5	1.7	4.4%	30.9%	-0.4
14	COCCOC(=O)c1sc2nc[nH]c(=O)c2c1C	-12.3%	-13.0%	12.8	15.4%	-1.0	0.4	1.0%	8.3%	0.1
15	O=C(CN1CCN(Cc2ccccc2Cl)C1=O)NC1CCCCCCC1	4.7%	-1.0%	31.0*	-5.8%	-4.0	-0.5	-5.0%	-2.8%[57.1 µM]	-2.2
16	Nc1nnc(N2CCCCC2)s1	1.2%	-3.2%	14.5	6.3%	-3.6	-0.1	6.5%	14.7%	1.3
17	COC(=O)CCC(NC(=O)OCc1ccccc1)C(=O)NC(CC(C)C)C(=O)OC (stereo not given)	5.4%	-3.4%	1.0	-5.3%	-4.5	-0.4	0.1%	-1.5%	0.5
18	COc1cc(Cl)c(C)cc1NC(=O)CC1CCCC1	0.3%	-19.7%	13.1	-7.4%[57.1 µM]	-0.7	-1.8	1.8%	-15.3%[57.1 µM]	-1.4
19	CC(=O)c1ccc(NC(=O)CSc2ccc(-c3ccc4c(c3)OCO4)nn2)cc1	0.8%	-10.6%	0.3	5.1%	0.7	-1.0	14.9%	17.8%	2.4
20	CCC1(CC)NC(=S)NC1=S	-4.7%	-5.3%	·	-6.7%	·	·	-3.6%	-22.4%[57.1 µM]	·
21	Cc1cc(NC(=O)CC23CC4CC(C2)CC(CC(=O)Nc2cc(C)on2)(C4)C3)no1	1.1%	-15.3%	-29.9	-0.4%[57.1 µM]	19.9	-0.8	-11.4%	-3.7%[57.1 µM]	0.0
22	O=C(CCC(=O)c1ccccc1)NC1CCCN(Cc2ccccc2F)C1 (stereo not given)	1.3%	-21.7%	-0.3	2.7%	1.2	-0.2	-8.0%	12.1%	0.4
23	Cn1c(Cc2ccc3c(c2)OCO3)nnc1SCC(=O)NC(C)(C)C	6.3%	-1.5%	7.1	4.8%	-2.5	-0.9	0.6%	12.4%	0.2
24	Cc1ccccc1C1=CCN(c2ncc(NC(=O)c3ccc(Cl)cc3)cc2C(=O)O)CC1	3.9%	?	·	-7.4%[57.1 µM]	1.3	0.5	·	-22.5%[57.1 µM]	0.1
25	Cc1cccc(NC(=S)N2CCN(c3ccccn3)CC2)c1	1.8%	-22.5%	-10.8	0.2%	-5.1	-0.5	-2.6%	12.7%	1.7
26	Cc1ccc(NC(=O)CSc2nnnn2-c2ccc3c(c2)OCO3)cc1C	-2.9%	-6.6%	-16.9	-7.2%	-3.2	1.0	8.8%	-6.6%	-0.1
27	CCOC(=O)C1=C(C)Nc2ccccc2N=C1NC(=O)Cc1ccc(Cl)c(Cl)c1	-5.0%	1.1%	6.5	2.2%[57.1 µM]	-4.7	0.0	0.4%	10.3%[57.1 µM]	-0.3
28	CNC(=S)N/N=C/c1cn(Cc2c(F)cccc2Cl)c2ccccc12	-0.7%	-23.8%	7.7	2.7%	-18.4	-0.5	0.0%	4.4%	-0.4
29	CC(C)c1ccc(C(=O)NC(=S)NCc2cccnc2)cc1	1.3%	-5.5%	4.7	-2.3%	6.2	-1.4	-4.3%	?	0.5
30	Cc1ccc(C(=O)CC(c2cccs2)S(=O)(=O)c2ccc(C)cc2)cc1 (stereo not given)	-2.3%	-13.6%	-9.5	-10.2%	-1.2	0.4	-0.9%	-10.4%	-0.5

Next section:
Second line of a record – IDH1 R132H inh | USP1 inh | D2 antag | TrxR1 substrate | TRHR PAM | TRHR ag | Pin1 inhibitor | TrxR1 inh | D2 ag
[31] COc1cc(C(=O)O/N=C2\CCCc3c2ccc(OC)c3[N+](=O)[O-])cc(OC)c1OC
    -3.7% | -1.1% | 0.9 | 1.9%[57.1 µM] | -1.0 | -0.2 | 1.3% | 1.9%[57.1 µM] | -1.0
[32] CCN(CC)S(=O)(=O)c1ccc(C(=O)Nc2cc(C)on2)cc1
    -1.4% | -15.6% | · | 1.6% | -1.6 | -0.5 | -0.4% | 11.7% | ·
[33] Cc1cccn2c(=O)c3cc(C#N)c(=NC(=O)c4ccncc4)n(CCCOC(C)C)c3nc12
    0.5% | -4.4% | -16.2 | 752.0%[activator] | -2.6 | -0.8 | ? | -17.6% | -1.1
[34] O=C(COC(=O)C1CCN(S(=O)(=O)c2cccs2)CC1)Nc1ccc(F)cc1F
    7.5% | -15.5% | · | -1.1% | -3.2 | 0.6 | 1.1% | -1.4% | ·
[35] COc1ccc(/C=N/NC(=O)c2cc3c(OC)ccc(OC)c3[nH]2)cc1O
    2.5% | -24.8% | 6.7 | -5.4% | 14.8 | -1.0 | 3.8% | -11.3% | -0.5
[36] CCOC(=O)c1ccccc1N=Cc1c(O)c2ccccc2oc1=O
    0.5% | -12.7% | 8.1 | 14.2% | 1.0 | 0.0 | 1.5% | 27.4% | -1.0
[37] CCc1ccc(CN(C)Cc2nc(Cc3cccc(C(F)(F)F)c3)no2)nc1
    4.3% | -10.5% | 3.0 | 4.5%[57.1 µM] | 3.5 | -2.7 | -0.8% | 14.4%[57.1 µM] | 0.2
[38] O=C(NCc1ccco1)c1cccc2c1C(=O)c1ccc(/C=C/c3ccccc3)cc1S2(=O)=O
    -8.0% | -29.1% | · | -1.7%[57.1 µM] | · | · | ? | 22.4µM* | ·
[39] COc1ccc(C(=O)Nc2ccccc2C(=O)NC(Cc2ccc(O)cc2)C(=O)NNC(=O)c2ccccc2Cl)cc1 (stereo not given)
    1.6% | -14.1% | 8.5 | 6.5% | -1.7 | 0.6 | 27.1% | -1.0% | 0.8
[40] Cc1cc(C)c(S(=O)(=O)Nc2ccc(-c3cn4ccccc4n3)cc2)c(C)c1
    4.4% | -25.0% | 18.3 | -5.0%[57.1 µM] | -9.7 | 1.1 | 13.7% | 15.1%[57.1 µM] | 1.4

Given with each value named: 4 of the compounds above.
31	COc1cc(C(=O)O/N=C2\CCCc3c2ccc(OC)c3[N+](=O)[O-])cc(OC)c1OC
  IDH1 R132H inh: -3.7%
  USP1 inh: -1.1%
  D2 antag: 0.9
  TrxR1 substrate: 1.9%[57.1 µM]
  TRHR PAM: -1.0
  TRHR ag: -0.2
  Pin1 inhibitor: 1.3%
  TrxR1 inh: 1.9%[57.1 µM]
  D2 ag: -1.0
32	CCN(CC)S(=O)(=O)c1ccc(C(=O)Nc2cc(C)on2)cc1
  IDH1 R132H inh: -1.4%
  USP1 inh: -15.6%
  D2 antag: ·
  TrxR1 substrate: 1.6%
  TRHR PAM: -1.6
  TRHR ag: -0.5
  Pin1 inhibitor: -0.4%
  TrxR1 inh: 11.7%
  D2 ag: ·
33	Cc1cccn2c(=O)c3cc(C#N)c(=NC(=O)c4ccncc4)n(CCCOC(C)C)c3nc12
  IDH1 R132H inh: 0.5%
  USP1 inh: -4.4%
  D2 antag: -16.2
  TrxR1 substrate: 752.0%[activator]
  TRHR PAM: -2.6
  TRHR ag: -0.8
  Pin1 inhibitor: ?
  TrxR1 inh: -17.6%
  D2 ag: -1.1
34	O=C(COC(=O)C1CCN(S(=O)(=O)c2cccs2)CC1)Nc1ccc(F)cc1F
  IDH1 R132H inh: 7.5%
  USP1 inh: -15.5%
  D2 antag: ·
  TrxR1 substrate: -1.1%
  TRHR PAM: -3.2
  TRHR ag: 0.6
  Pin1 inhibitor: 1.1%
  TrxR1 inh: -1.4%
  D2 ag: ·

High-throughput results deposited in PubChem BioAssay by National Center for Advancing Translational Sciences (NCATS).

These rows are one share of the data. The share of hits here may be higher or lower than overall.
